Scp-1 inhibitor – Scp-1 phosphatase inhibitors, primary screen, biochemical, colorimetric, uHTS. inhibition, % at 20 µM. Recombinant Scp1, phosphopeptide, malachite green phosphate absorbance. 0.88% of 340,000 active. AID 493091, 2011;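 active = inhibition above about 50% at 20 µM, limit read from the data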;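 also: plate controls were DMSO wells with enzyme for no effect and wells lacking enzyme for full effect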
Target sequence (Q9GZU7 76-261 limits assumed): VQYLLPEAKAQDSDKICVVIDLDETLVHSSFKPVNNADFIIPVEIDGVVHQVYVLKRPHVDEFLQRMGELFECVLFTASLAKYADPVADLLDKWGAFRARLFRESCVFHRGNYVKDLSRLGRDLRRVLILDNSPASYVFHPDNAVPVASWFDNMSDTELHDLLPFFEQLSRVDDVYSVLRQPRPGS
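System: SCP-1 catalytic domain; Reagent: Phospho 17-mer peptide substrate; Doses: one concentration, 20 µM, with 1.0% DMSO; Incubation: 45 min room-temperature reaction, 5 min colour, 30 min stabiliser; Signal: Phosphate-binding colour reagent, absorbance read at 630 nm.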
Rpn11 inh – Rpn11 (PSMD14) deubiquitinase inhibitors, primary screen, biochemical, fluorescence polarization, uHTS. 26S proteasome non-ATPase regulatory subunit 14 (Homo sapiens), O00487. human 26S proteasome, Ub4-pepOG fluorescence polarization; 20S core pre-blocked with epoxomicin. calls only at 20 µM. 0.59% of 360,000 active. AID 588493, 2011;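 active = inhibition at 20 µM, scaled to each plate's controls, above about 33%, limit read from the data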
NadD inh – inhibitors of S. aureus NadD, primary screen, biochemical, colorimetric, uHTS | inhibition, % at 20 µM | AID 602399, 2012 | Nicotinate-nucleotide adenylyltransferase NadD (Staphylococcus aureus N315) | 0.78% of 360,000 active | purified NadD enzyme, colorimetric absorbance read-out; in the data active = inhibition above about 26%; also: some compounds past the cut are filed as inactive
SUMO1 PPI mod – modulators of SUMO1 protein-protein interactions, primary screen, biochemical, uHTS. Small ubiquitin-related modifier 1 (Homo sapiens), P63165. SUMO1 binding to a labelled peptide, TR-FRET, 1 h. inhibition, % at 20 µM. 0.33% of 360,000 active; in the data active = inhibition above about 37%
Target sequence (P63165 whole entry, looked up): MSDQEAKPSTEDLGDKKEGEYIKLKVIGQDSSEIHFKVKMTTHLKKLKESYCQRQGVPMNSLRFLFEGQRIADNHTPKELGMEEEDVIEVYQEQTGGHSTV
CSN deneddyl inh – inhibitors of CSN-mediated cullin deneddylation, primary screen, biochemical, fluorescence polarization, uHTS. Purified CSN, SCF-Nedd8-OG deneddylation. 0.38% of 360,000 active. COP9 signalosome complex subunit 5 (Homo sapiens), Q92905. inhibition, % at 12.5 µM;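 active = pattern-corrected inhibition above about 35%, with an unprinted fluorescence ratio check between 0.5 and 1.5, limit read from the data, passing the limit was not always enough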;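 also: 0% = enzyme with substrate and 100% = substrate without enzyme; some results filed as inactive read as strong as hits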
Target sequence (Q92905 whole entry, looked up, one chain of several): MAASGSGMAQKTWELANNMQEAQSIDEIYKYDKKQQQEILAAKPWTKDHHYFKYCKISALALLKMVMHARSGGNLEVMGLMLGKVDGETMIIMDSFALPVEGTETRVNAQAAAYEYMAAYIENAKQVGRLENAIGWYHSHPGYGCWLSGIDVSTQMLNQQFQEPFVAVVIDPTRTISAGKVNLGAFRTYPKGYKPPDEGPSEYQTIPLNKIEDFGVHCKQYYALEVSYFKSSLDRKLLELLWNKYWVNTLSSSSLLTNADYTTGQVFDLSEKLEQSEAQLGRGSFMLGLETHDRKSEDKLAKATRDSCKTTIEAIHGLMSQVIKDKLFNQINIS
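Detection – fluorescence polarization · System – HEK293T-derived human Csn5 enzyme · Controls – substrate-only high control, full reaction low control · Timing – 90 min, room temperature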
LMPTP block – LMPTP phosphatase inhibitors, primary screen, biochemical, fluorescence intensity, uHTS; Low molecular weight phosphotyrosine protein phosphatase (Homo sapiens), P24666; inhibition, % at 20 µM; AID 651560, 2012; recombinant LMPTP-A, OMFP fluorogenic substrate; 0.22% of 360,000 active;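 active = compounds that cut the enzyme signal by at least half of the control window in the single-dose screen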;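 also: plate controls were DMSO wells with enzyme plus substrate for no effect and substrate without enzyme for full effect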
Target sequence (P24666 whole entry, looked up): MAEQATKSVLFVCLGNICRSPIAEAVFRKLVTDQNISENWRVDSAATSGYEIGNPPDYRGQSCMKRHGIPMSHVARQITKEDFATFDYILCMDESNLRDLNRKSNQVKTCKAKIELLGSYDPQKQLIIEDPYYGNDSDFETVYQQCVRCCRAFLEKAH
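Assay system: LMPTP-A enzyme. Input: 0.625 nM LMPTP-A final. Probe or stimulus: 400 µM OMFP. Compound dosing: single 20 µM dose. Schedule: 50 min dark incubation at room temperature. Detection: fluorescence intensity of OMFP turnover product. Read-out: percent inhibition versus substrate-only and uninhibited controls. Benchmarks: no-enzyme low control, uninhibited high control.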
PABP1 MLLE inh – inhibitors of PABP1 MLLE–PAM2 peptide binding, primary screen, biochemical, fluorescence polarization, FITC-PAM2, GST-MLLE. inhibition, % at 20 µM. 0.36% of 360,000 active; in the data active = inhibition above about 35%, passing the limit was not always enough;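 also: plate controls were DMSO wells with GST-MLLE for no effect and wells lacking GST-MLLE protein for full effect; some results filed as inactive read as strong as hits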
STEP inh – STEP phosphatase inhibitors, primary screen, biochemical, fluorescence intensity, uHTS; Tyrosine-protein phosphatase non-receptor type 5 (Homo sapiens), P54829; recombinant STEP, OMFP fluorogenic substrate; inhibition, % at 20 µM; 0.25% of 360,000 active; AID 588621, 2011;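 active = inhibition at 20 µM, scaled per plate between control wells, above about 37%, limit read from the data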;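 also: 0% = DMSO with enzyme and substrate and 100% = substrate only without enzyme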
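Measure: Control-normalized % inhibition with plate pattern correction | Test system: STEP phosphatase, cell-free reaction | Medium: pH 6.0 Bis-Tris with DTT and Tween 20 | Technique: Fluorescence, 480/540 nm | Times: Reaction 20 min, ambient temperature | Doses: Single compound dose of 20 µM, 1% DMSO final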
TbMetRS inhib – T. brucei MetRS inhibitors, primary screen, biochemical, luminescence | methionyl-tRNA synthetase (Trypanosoma brucei brucei) | purified T. brucei MetRS, ATP depletion, Kinase-Glo luminescence | inhibition, % at 11.9 µM | 0.4% of 360,000 active;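 active = inhibition above a per-plate cutoff of the control wells' mean inhibition plus 3 SD, cut at about 5.5% in these data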;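 also: 0% = DMSO wells median and 100% = median of wells with control inhibitor compound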
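Dosing: 11.9 µM compound single dose, 0.9% DMSO; Assay system: purified T. brucei MetRS enzyme; Measured by: Kinase-Glo luciferase luminescence reporting remaining unconsumed ATP; Schedule: 15 min plus 2 h at 25 °C.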
DNMT1 inh – human DNMT1 methyltransferase inhibitors, primary screen, biochemical, molecular beacon, fluorescence, HinP1I cleavage, uHTS | 0.83% of 360,000 active | AID 588458, 2011 | inhibition (reported as % activation of signal), % at 10 µM; in the data active = inhibition above about 50%
Starred values were filed as active, the others as inactive; i = inactive; + = active, no number.

Below each compound: Scp-1 inhibitor	Rpn11 inh	NadD inh	SUMO1 PPI mod	CSN deneddyl inh	LMPTP block	PABP1 MLLE inh	STEP inh	TbMetRS inhib	DNMT1 inh
- CCOC(=O)c1c(C)n(C)c2ccc(OCC(O)CN(CC)CC)cc12 (stereo not drawn)
→ -16.1	i	-6.3	3.3	5.1	-1.1	-2.0	-2.4	0.3	0.1
- COCc1cc(C)nc(SCc2nc3ccccc3c(=O)[nH]2)c1C#N
→ -1.4	i	1.2	-1.0	-4.0	-0.2	5.2	-0.1	0.2	-3.2
- COc1ccc(S(=O)(=O)N2CCOCC2)cc1NC(=O)CSc1nc(C)c(C)c(C)n1
→ -3.8	i	6.7	0.1	-1.3	-3.2	27.5	0.4	-0.3	-2.3
- Cc1cccc(OCC(=O)NC2CCCC2)c1
→ 1.4	i	-6.0	-3.5	1.4	0.1	-11.6	0.5	0.2	0.5
- Cc1cc(O)c(C(C)C)cc1N=Cc1ccccc1O
→ 6.0	+	-3.0	-2.7	8.5	-0.8	-21.3	-0.6	-0.3	-5.1
- COc1ccc(C(=O)N/C(=C\c2cn(C)c3ccccc23)C(=O)OCCN(C)C)cc1
→ -12.8	i	-7.6	-13.2	-7.0	-1.4	4.3	-1.4	-0.6	2.6
- Cc1cc(C)cc(NC(=O)c2cc(C)nc3ccccc23)c1
→ -2.0	i	0.3	-2.0	-0.5	1.1	6.0	0.8	-0.8	-0.9
- O=C(Nc1ccccc1)C(=O)c1c[nH]c2ccccc12
→ -12.3	i	-7.5	-5.1	1.5	0.4	-3.1	-2.2	0.3	0.5
- CCOC(=O)/C=C1\SCC(=O)N1CC(=O)Nc1cccc(F)c1
→ -10.7	i	-8.3	-4.2	-1.5	-0.2	-21.4	-4.9	0.0	0.8
- CCOc1ccc2nc(NC(=S)NCc3ccccc3)sc2c1
→ -3.9	i	-3.0	-0.1	6.3	1.0	37.0	2.9	-0.5	9.0
- Cc1ccnc(NC(=O)CNC(=O)c2ccccc2)c1
→ -3.5	i	-4.6	0.1	-3.9	-1.2	7.2	0.5	-0.3	1.0
- Cc1cccc2cc(COC(=O)C(C)C)c(=O)[nH]c12
→ -12.2	i	-0.7	-2.1	-5.4	-0.6	-0.1	-11.3	-0.4	-1.5
- COC(=O)c1c(C)n(-c2ccc(OC)cc2)c2ccc(O)cc12
→ 5.4	i	5.4	-0.7	-6.7	2.0	-13.3	-3.2	-1.1	-13.2
- COc1ccc(-c2nnn(CC(=O)N(Cc3cccs3)C(C)C(=O)NCCC(C)C)n2)cc1OC (stereo not drawn)
→ -18.1	i	-5.7	20.4	0.2	-0.5	-4.1	-1.0	-0.2	-0.7
- Cc1cc(C)n(/N=C/c2ccccc2O)c(=O)c1
→ -7.3	i	-0.5	-1.2	-1.6	-0.1	-5.4	-1.3	0.6	-0.9
- CCOC(=O)c1cc(-c2ccccc2)nc2c1c(C)nn2-c1ccccn1
→ 5.4	i	14.4	-9.4	4.0	4.7	-6.0	5.9	-0.5	-12.0
- CCOc1ccc(-c2csc3nc[nH]c(=O)c23)cc1
→ -2.4	i	-5.9	1.6	1.8	1.6	-1.3	1.7	-0.7	-0.5
- COc1cc(/C=N/Nc2nc(Nc3ccc(C)cc3)nc(-n3nc(C)cc3C)n2)cc(OC)c1OC
→ -13.8	i	8.2	6.9	0.8	4.7	13.3	-0.4	0.0	-16.8
- OC(COc1ccc(Cl)cc1Cl)Cn1ccnc1 (stereo not drawn)
→ -9.1	i	-2.1	3.3	-2.1	0.0	-5.3	-0.2	6.0*	1.9
- Clc1nc(NCc2cccnc2)nc(N2CCOCC2)n1
→ -7.6	i	-0.2	-5.0	5.4	-1.0	8.9	-6.8	-0.4	-1.1
- COc1ccc(OC)c(NC(=O)CC(Cc2ccccc2OC)C(=O)O)c1 (stereo not drawn)
→ -2.2	i	-2.2	4.7	-4.5	-1.4	-5.2	0.5	0.1	-3.1
- CCOc1ccc(C2/C(=C(\O)c3c(C)[nH]c(C(=O)OC)c3C)C(=O)C(=O)N2CCN(C)C)cc1 (stereo not drawn)
→ 2.3	i	2.4	-1.4	3.1	-2.3	2.5	-2.1	-1.1	0.2
- Cc1c(CN2CCC(C(=O)Nc3cccc(-c4cccc(Cl)c4)c3)CC2)cnn1C
→ 8.6	i	-0.4	-2.7	3.7	0.0	-22.4	1.0	0.3	-6.2
- COc1ccc(NC(=O)c2sc3cc(C(F)(F)F)cnc3c2-c2cccs2)cc1
→ -7.6	i	-2.6	-12.5	-0.1	-0.6	7.9	0.2	0.2	-2.1
- COc1cccc(N2C(=O)CC(NNC(=O)c3cccs3)C2=O)c1 (stereo not drawn)
→ -1.0	i	0.0	-1.2	-7.9	-2.3	-6.5	2.0	0.5	0.7
- COc1ccc(Cl)cc1-c1nc(SCC(=O)NC2CC2)n[nH]1
→ -6.5	i	-3.0	-2.8	-1.5	-1.5	5.9	1.3	-0.4	-6.7
- CC1Sc2ccc(S(=O)(=O)CCC(=O)NC3CCCCC3C)cc2NC1=O (stereo not drawn)
→ -3.8	i	-3.6	3.0	6.1	-1.6	-7.9	-0.5	-1.0	1.1
- CC(=O)N1N=C(c2ccc(C)cc2)CC1c1ccc2c(c1)OCO2 (stereo not drawn)
→ -14.2	i	-6.3	-0.6	6.7	1.3	-15.7	-0.8	-0.3	-3.5
- O=C(NCc1ccccc1)c1ccc(C2SCC(=O)N2Cc2ccccc2)cc1 (stereo not drawn)
→ -6.0	i	-2.7	1.0	5.7	2.0	5.7	1.6	0.0	-7.4
- CCC/C=C(\CCC)C(NC(=O)OCC(C)C)c1ccc(C(=O)OC)cc1 (stereo not drawn)
→ -3.5	i	12.6	3.8	1.7	4.3	-13.5	3.5	-0.3	10.8

Some entries already given with just LMPTP block, CSN deneddyl inh and Scp-1 inhibitor:
canonical_smiles	LMPTP block	CSN deneddyl inh	Scp-1 inhibitor
COc1ccc(OC)c(NC(=O)CC(Cc2ccccc2OC)C(=O)O)c1 (stereo not drawn)	-1.4	-4.5	-2.2
CCOc1ccc(C2/C(=C(\O)c3c(C)[nH]c(C(=O)OC)c3C)C(=O)C(=O)N2CCN(C)C)cc1 (stereo not drawn)	-2.3	3.1	2.3

(next part)
Below each compound: Scp-1 inhibitor	Rpn11 inh	NadD inh	SUMO1 PPI mod	CSN deneddyl inh	LMPTP block	PABP1 MLLE inh	STEP inh	TbMetRS inhib	DNMT1 inh
- Cc1cc(N2C(=O)C(=O)/C(=C(/O)c3ccc(F)cc3)C2c2ccc(Cl)cc2)no1 (stereo not drawn)
→ -9.7	i	9.0	-13.1	1.8	-1.1	-2.8	7.9	0.3	0.9
- Cn1cccc1C(=O)NC(=O)COC(=O)c1ccccc1O
→ -5.0	i	-1.2	-2.8	3.0	-0.6	4.4	-2.4	0.2	2.2
- Cc1nnc(NC(=O)c2ccc(-c3cccc(C(F)(F)F)c3)o2)s1
→ 3.2	i	4.6	2.3	-1.5	27.6	14.0	2.0	0.0	15.7
- O=C(Nc1ccccc1)N1CCC(C(=O)N(Cc2ccco2)Cc2cccs2)CC1
→ -13.1	i	2.3	0.0	-3.8	0.2	-13.4	1.0	-0.2	-10.8
- Cc1nc(SCC(=O)N2CC(C)OC(C)C2)nc(C)c1C (stereo not drawn)
→ 5.1	i	-5.7	-2.4	0.0	-0.8	-7.8	-3.0	-1.2	2.0
- COc1ccc2c(=O)cc(CO)oc2c1
→ -10.9	i	-0.1	4.8	-2.4	0.1	-1.9	0.4	0.7	-3.3
- CN1CCC(NC(=O)CCc2ccccc2)CC1
→ -8.1	i	-5.1	2.0	2.7	-1.8	0.5	0.5	-0.2	1.4
- O=S(=O)(N1CCCCCC1)N1CCNCC1
→ -6.0	i	-4.4	14.4	-2.5	-4.5	4.5	-4.3	-0.7	0.5
- Cc1ccc2nsnc2c1S(=O)(=O)N1CCN(CCc2ccccc2)CC1
→ -7.0	i	6.9	-24.0	5.6	0.0	-10.4	-3.2	-0.9	-1.1
- Cc1cnc(C(=O)OCC(=O)NC(C)C)cn1
→ 0.0	i	2.2	-0.7	3.0	0.5	8.7	-0.5	-0.6	-1.3
- Cc1ccc(-n2c(C)cc(/C=N/NC(=O)c3ccncc3)c2C)cc1
→ -6.5	i	8.4	0.9	5.3	0.7	-13.7	0.6	-0.2	-5.5
- Cc1nc2ccccc2nc1NS(=O)(=O)c1ccc(N)cc1
→ -7.1	i	2.6	4.3	-2.0	-1.4	4.9	-3.6	-0.9	-20.1
- C=C(C)c1cccc(C(C)(C)NC(=O)Nn2cnnc2)c1
→ -6.3	i	-5.6	3.0	3.0	-0.1	-0.2	2.4	-0.3	-3.7
- CCN(CC)/C(=N\S(=O)(=O)c1ccc(F)cc1)c1ccccc1
→ -2.8	i	-0.1	-2.1	-2.5	-2.0	-8.1	-1.6	-0.9	0.9
- Cc1cc(C)n2c(SCC(=O)NC3CCCC(C)C3C)nnc2n1 (stereo not drawn)
→ 0.7	i	9.4	-2.5	1.1	-0.1	-2.7	-0.2	-0.7	2.4
- CCOC(=O)c1c(NC(=O)c2ccccc2C(=O)O)sc2c1CCCC2
→ -7.0	i	0.5	8.8	-1.6	-2.3	4.7	1.9	-0.1	0.5
- CCOC(=O)C1(CC2CCCCO2)CCN(Cc2c(C)cc(C)cc2-n2cccn2)CC1 (stereo not drawn)
→ -19.9	i	-5.3	-1.8	-1.5	-0.3	6.1	1.1	0.5	1.8
- COc1cc(C(=O)NCC(=O)OCC(=O)Nc2ncc(Cl)cc2Cl)cc(OC)c1OC
→ -0.8	i	2.2	-1.8	10.9	-0.4	-6.9	-1.9	0.0	-3.0

Records above marked active in TbMetRS inhib:
SMILES	Scp-1 inhibitor	Rpn11 inh	NadD inh	SUMO1 PPI mod	CSN deneddyl inh	LMPTP block	PABP1 MLLE inh	TbMetRS inhib	DNMT1 inh
OC(COc1ccc(Cl)cc1Cl)Cn1ccnc1 (stereo not drawn)	-9.1	i	-2.1	3.3	-2.1	0.0	-5.3	6.0*	1.9

Screens deposited in PubChem by several laboratories.
